Bim-Mcl-1 – inhibitors of Bim-Mcl-1 interaction, human | Q07820 | Bead-based flow cytometry, Bim peptide-Mcl-1 binding | inhibition, % at 10 µM | 0.1% of 190,000 active; in the data active means inhibition above about 40%;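 further: 0% = no compound tracer wells and 100% = peptide blocker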
Target sequence (Q07820 whole entry, looked up): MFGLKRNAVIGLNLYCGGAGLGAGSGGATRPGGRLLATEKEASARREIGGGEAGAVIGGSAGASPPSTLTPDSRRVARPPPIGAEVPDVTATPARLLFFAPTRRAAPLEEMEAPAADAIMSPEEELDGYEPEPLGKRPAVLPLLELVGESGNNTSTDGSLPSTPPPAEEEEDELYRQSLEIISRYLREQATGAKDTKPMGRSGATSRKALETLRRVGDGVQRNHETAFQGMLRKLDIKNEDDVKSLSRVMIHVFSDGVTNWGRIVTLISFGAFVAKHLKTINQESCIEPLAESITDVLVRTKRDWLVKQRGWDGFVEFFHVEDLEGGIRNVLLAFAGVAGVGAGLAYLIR
Pf gametocyte – P. falciparum stage V gametocyte viability inhibition; P. falciparum stage V gametocytes, ATP luminescence, 24 h; inhibition, % at 10.9 µM; 0.065% of 150,000 active;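 active means inhibition above the mean plus 3 SD of compounds within the control limits, set per campaign, cut at about 38% in these data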;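 further: 0% = DMSO wells and 100% = medium only without gametocytes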
Mcl1 Bid PPI – Mcl-1/Bid interaction inhibition | 0.97% of 220,000 active | Q07820 | TR-FRET Mcl-1/Bid-Dy647 peptide binding, 1536-well | inhibition, % at 21.7 µM | AID 1021;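 active means compounds that cut the binding signal by more than half at the single screening dose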;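 further: His-tagged Mcl-1 with europium anti-His antibody binding Bid BH3 peptide; 0% = Mcl-1 plus peptide wells and 100% = peptide-only wells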
RGS7-Gao reg – regulators of human RGS7-Galphao interaction; P09471; Multiplexed bead flow cytometry, RGS7-Galphao binding; actives lie on both sides; binding response (% of control), % at 10 µM; 0.35% of 220,000 active; AID 1439; in the data active means binding response below about 49% or above about 150%; inconclusive means no clear call, values can overlap the other calls; inactive means in between;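 further: fluorescent Galphao held in activated GDP-AlF4 state binding bead-coupled RGS7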
Target sequence (P09471 whole entry, looked up): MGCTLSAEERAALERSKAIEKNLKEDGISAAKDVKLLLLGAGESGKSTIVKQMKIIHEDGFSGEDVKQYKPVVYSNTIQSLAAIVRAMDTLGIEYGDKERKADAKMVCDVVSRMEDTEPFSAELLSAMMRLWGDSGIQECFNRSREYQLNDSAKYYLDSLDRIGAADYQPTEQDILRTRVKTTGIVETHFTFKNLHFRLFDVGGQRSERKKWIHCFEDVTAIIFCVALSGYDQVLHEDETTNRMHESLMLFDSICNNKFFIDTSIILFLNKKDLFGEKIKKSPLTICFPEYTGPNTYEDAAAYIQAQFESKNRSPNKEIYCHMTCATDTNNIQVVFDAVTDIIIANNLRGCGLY
Avidin bead fluor – compound fluoresces at 488/530 nm on avidin beads; compound fluorescence 488/530 nm, flow cytometry; stronger effect = higher value; fluorescence (KMESF) at 10 µM; 0.38% of 220,000 active; AID 1775; in the data active means fluorescence above about 47; further: inactives centre near 10
GSH fluor – GSH bead compound fluorescence profile. 0.25% of 190,000 active. GSH beads flow cytometry, compound fluorescence 488/530 nm; stronger effect = higher value. fluorescence (KMESF) at 10 µM; in the data active means fluorescence above about 89;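 further: glutathione beads carrying GST-tagged Bcl family fusion proteins plus one bare bead set; values are compound well signal with DMSO vehicle wells as background; inactives centre near 16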
RGS8-Gao reg – human RGS8-Galphao interaction regulation | P09471 | multiplexed bead flow cytometry, RGS8-Galphao binding; actives lie on both sides | response (percent of control binding), % at 10 µM | 0.34% of 220,000 active; in the data active means response below about 60% or above about 140%; inactive means in between;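 further: Galphao activated as the GDP aluminium fluoride complex binding bead-coupled RGS8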
Mcl1 Noxa PPI – disrupts binding of human Mcl-1 to Noxa peptide | Q07820 | TR-FRET Mcl-1/Noxa peptide binding, 2 h | inhibition, % at 21.7 µM | 1.5% of 220,000 active;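 active means compounds that cut the protein-peptide binding signal by more than 50% relative to plate controls in a single-dose test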;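 further: His-tagged Mcl-1 with rhodamine Noxa BH3 peptide and terbium anti-His antibody; 0% = Mcl-1 plus Noxa peptide wells and 100% = peptide-only wells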
RGS4-Gao reg – human RGS4-Galphao interaction regulation | P09471 | Multiplexed bead flow cytometry, RGS4-Galphao binding; actives lie on both sides | binding response (% of control), % at 10 µM | 0.33% of 220,000 active | AID 1415; in the data active means binding response below about 49% or above about 150%; inactive means in between;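 further: fluorescent Galphao activated with aluminum fluoride binding bead-coupled RGS4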
ABCB1 block – human ABCB1 inhibition, ABCG2 as counter-screen; 0.067% of 190,000 active; CCRF-Adr cells, JC-1 efflux, flow cytometry; P08183; inhibition, % at 6.6 µM; in the data active means inhibition above about 40%;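 further: 0% = vehicle and 100% = reference inhibitor; higher value means more JC-1 retained so stronger ABCB1 efflux block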
ABCG2 block – blocks JC-1 efflux by human ABCG2 transporter | Q9UNQ0 | 0.1% of 190,000 active | inhibition, % at 6.6 µM | IgMXP3 cells, flow cytometry;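 active means inhibition above 80%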;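 further: 0% = DMSO and 100% = nicardipine control wells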
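Incubation: cells with compound and JC-1, 10 min at 25 °C, rotating, no wash / Test system: IgMXP3 (ABCG2) plus far-red-tagged CCRF-Adr (ABCB1) cells / Compound dosing: one concentration, 6.6 µM final / Also added: JC-1 fluorescent substrate / Evaluation: efflux inhibition in percent versus controls / Detection: flow cytometry, 530 nm JC-1 signal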
* hit, by the source's call; ? = inconclusive; · = no result given.

SMILES	Bim-Mcl-1	Pf gametocyte	Mcl1 Bid PPI	RGS7-Gao reg	Avidin bead fluor	GSH fluor	RGS8-Gao reg	Mcl1 Noxa PPI	RGS4-Gao reg	ABCB1 block	ABCG2 block
Cc1cccc(NC(=O)c2c(-c3ccccc3)noc2C)n1	-25	6	-9	124	25	10	123	-1	128	0.1	1
COc1ccc(NS(=O)(=O)c2ccc(NC(=O)c3ccc(N(C)S(C)(=O)=O)cc3)cc2)c(OC)c1	-1	1	-19	103	14	10	102	0	104	-0.2	-2
COc1ccc(CN(Cc2ccc(C(=O)O)cc2)C(=S)Nc2cc(C)cc(C)c2)cc1OC	-2	-4	-17	104	11	19	103	17	103	-0.2	0
Cc1oc2cc3c(C(=O)N4CCCCC4)c(C)oc3cc2c1C(=O)N1CCCCC1	1	·	-47	98	10	10	101	5	98	0.5	5
O=C(CNC1CCCCC1)N1CCc2ccccc2C1	-1	·	30	98	6	28	101	9	101	0.5	2
CCOC(=O)CSc1cccc2cccnc12	-3	1	-7	105	37	22	100	27	101	-0.2	3
COC(=O)c1c(NC(=O)/C=C/c2ccc3c(c2)OCO3)sc(C)c1C	-7	·	31	89	2	7	103	13	89	0.0	-6
CN(C1=NS(=O)(=O)c2ccccc21)c1ccc(OC(=O)c2ccncc2)cc1	-3	-14	-1	105	13	12	104	0	100	-0.2	3
COc1ccc(CN(C)CC(=O)Nc2sc3c(c2C#N)CCC3)cc1OC	0	·	-24	99	23	12	104	10	100	0.4	1
Nn1cc(-c2ccccc2)nc1SCC(=O)Nc1ccc2c(c1)OCO2	-3	·	-11	89	11	12	96	29	93	0.5	15
CCOc1ccc(C(=O)Nc2ccc(N3CCN(C)CC3)cc2)cc1Br	1	5	3	100	11	20	103	29	98	0.9	16
COc1cc(CCC(=O)OCC(=O)Nc2c(C)cc(C)cc2C)cc(OC)c1OC	-1	-29	-19	100	9	13	101	17	101	0.9	5
O=C(Nc1ccc2c(c1)OCO2)N1CCN(C(=O)C2CCCO2)CC1 (stereo unspecified)	1	-6	-2	100	30	25	100	9	102	0.5	6
CC(C(=O)c1c[nH]c(C(N)=O)c1)c1ncc(C(F)(F)F)cc1Cl (stereo unspecified)	-1	-12	-9	51	12	11	58*	-3	53	0.1	0
CCOC(=O)N1CCC(n2c(SCC(=O)N3CCCC3)nc3ccccc3c2=O)CC1	0	-4	15	98	9	18	100	-4	102	2.1	3
COc1ccc(OC(C)C(=O)Nc2ccc(F)cc2F)cc1 (stereo unspecified)	4	·	7	95	17	11	101	6	97	0.1	1
O=C(N/N=C/c1ccc(-c2ccc([N+](=O)[O-])cc2)o1)C(O)c1ccccc1 (stereo unspecified)	-1	-33	10	102	15	19	101	36	100	0.1	0
COc1ccc(NC(=O)/C(C#N)=C/c2c(C)nn(-c3ccc(F)cc3)c2Cl)cc1Cl	34	-4	36	98	7	2	100	16	92	1.3	4
O=[N+]([O-])c1cnccc1Nc1ccc(F)cc1	-2	·	-15	102	21	22	100	-10	99	0.2	1
COc1cc(NC(=O)c2cccc([N+](=O)[O-])c2C)ccc1NC(=O)c1ccco1	-2	2	-5	97	12	16	100	18	99	1.4	27
Cc1cc(C)nc(NC(=O)CSc2nn(-c3ccccc3)c(=S)s2)n1	·	-6	-39	?	4	·	92	26	83	·	·
COc1ccc(-n2c(=O)c3ccccc3n(CC(=O)NC3CCCCC3)c2=O)c(OC)c1	0	·	-3	99	39	14	100	-9	100	1.3	6
CC(NC(=O)C1CCCCC1)C(c1cccs1)N1CCOCC1 (stereo unspecified)	·	·	-27	?	8	·	99	-16	100	·	·
Cc1cc(C(=O)Cn2nc(C(=O)O)c3ccccc3c2=O)c(C)n1CCc1ccc(Cl)cc1	-1	19	-53	?	8	16	99	16	99	2.2	8
CCOc1ccc2ccccc2c1/C=N/NC(=O)CC1(C)OCCCO1	-5	-2	-10	100	14	16	99	3	100	0.6	11
Next section
SMILES	Bim-Mcl-1	Pf gametocyte	Mcl1 Bid PPI	RGS7-Gao reg	Avidin bead fluor	GSH fluor	RGS8-Gao reg	Mcl1 Noxa PPI	RGS4-Gao reg	ABCB1 block	ABCG2 block
Cc1nn(C)cc1CNC(=O)/C=C/c1cnn(C)c1	-2	·	-24	104	4	9	101	7	102	0.3	1
CCOC(=O)C1CCN(Cc2nc(-c3ccc(OC)c(OC)c3)no2)CC1	-1	·	-13	110	11	23	109	1	109	0.0	0
CCOC(=O)Cn1nnnc1C(C(C)C)N(Cc1cccs1)Cc1cc2cc(C)ccc2[nH]c1=O (stereo unspecified)	-3	2	-23	97	5	6	99	-7	99	4.2	4
Cc1ccc(C2(C)NC(=O)N(CC(=O)Nc3cc(S(=O)(=O)N4CCOCC4)ccc3C)C2=O)cc1 (stereo unspecified)	4	1	-24	101	9	7	105	10	104	0.0	1
CN(C)S(=O)(=O)N1CCN(S(=O)(=O)N2CCOCC2)CC1	-1	·	0	104	23	12	105	1	104	0.4	0
COc1ccc(N2CC(O)=C(c3nc4ccccc4s3)C2=N)c(OC)c1	-6	7	-52	101	15	35	99	-34	103	7.5	58
O=C(/C=C/c1ccc(Cl)c(Cl)c1)NCc1ccco1	-3	·	-23	95	15	9	101	14	100	-0.2	6
COC(=O)c1cc(OC)c(OC)cc1NC(=S)Nc1cccc(Cl)c1	-9	·	-27	100	9	11	95	16	91	0.1	3
Cn1c(C(=O)N2CCCC(C(=O)N3CCN(C(=O)c4ccco4)CC3)C2)cc2sccc21 (stereo unspecified)	1	·	-30	100	8	20	101	-1	104	-2.2	-4
O=C(NCC1CCCO1)c1c(O)c2cccc3c2n(c1=O)CC3 (stereo unspecified)	0	·	-2	97	7	12	95	-3	97	0.5	5
COc1cc(S(=O)(=O)N(Cc2ccco2)C2CCCC2)ccc1-n1cnnn1	0	-9	-9	103	27	21	100	-4	104	1.1	3
CC1(C)OC(=O)N(c2ccccc2)C12C=Cc1cc(Br)ccc1O2 (stereo unspecified)	-2	13	12	93	34	46	99	2	97	0.4	2
COc1cccc(/C=N/NC(=O)c2cccc([N+](=O)[O-])c2)c1OS(=O)(=O)c1ccc(C)cc1	0	19	-26	104	8	22	104	-7	107	0.4	1
CCN(CC)CCNC(=O)CCCNC(=O)Cn1cnc2sc(C)c(C)c2c1=O	-1	·	-16	96	8	15	99	3	100	0.9	3
O=C(NCCCCC(NC(=O)C1CCCCC1)C(=O)O)c1ccccc1 (stereo unspecified)	-1	·	0	102	40	26	98	22	101	1.0	4
Cc1ccc(-n2nc(C(=O)O)cc2-c2ccc(Cl)cc2)cc1	1	5	16	?	13	13	99	10	99	-0.1	0
CCOC(=O)C1(Cc2ccccc2)CCN(Cc2cnc(N3CCOCC3)s2)CC1	-2	14	-4	104	5	12	104	-8	103	-0.5	0
Cc1ccccc1NC(=O)C(C)c1ccc(-c2ccccc2)c(F)c1 (stereo unspecified)	0	·	-2	100	9	10	104	0	99	0.4	2
CCC(C(=O)OCC(=O)Nc1c(Cl)cc(Cl)cc1Cl)c1ccccc1 (stereo unspecified)	-2	·	4	94	6	15	97	16	93	0.7	30
COc1cccc(CNC(=O)CN(C)S(=O)(=O)c2cnc[nH]2)c1	0	·	-23	104	4	49	94	8	109	0.2	1
CCCC(=O)Nc1cccc(NC(=O)c2ccc3c(c2)OCCO3)c1	0	·	-26	102	8	59	101	5	101	0.7	2
Cc1ccccc1NC(=S)NC(=O)c1cc(-c2ccccc2)nc2ccccc12	0	20	-15	98	33	16	97	24	97	0.0	0
CCOC(=O)Nc1n[nH]c(NC(=O)OCC)c1[N+](=O)[O-]	0	15	-30	103	10	23	101	12	100	0.4	10
Cn1nc(C2CC2)cc1NC(=O)CC(CC(=O)O)c1ccccc1 (stereo unspecified)	·	-10	-9	?	6	·	93	1	88	·	·
O=C(O)C12CC3CC(C1)CC(n1ncc(NCc4ccco4)c(Cl)c1=O)(C3)C2	·	9	-53	?	9	·	93	4	89	·	·

In the list so far, four contain an NH in an aromatic ring.
SMILES	Bim-Mcl-1	Pf gametocyte	Mcl1 Bid PPI	RGS7-Gao reg	Avidin bead fluor	GSH fluor	RGS8-Gao reg	Mcl1 Noxa PPI	RGS4-Gao reg	ABCB1 block	ABCG2 block
CC(C(=O)c1c[nH]c(C(N)=O)c1)c1ncc(C(F)(F)F)cc1Cl (stereo unspecified)	-1	-12	-9	51	12	11	58*	-3	53	0.1	0
CCOC(=O)Cn1nnnc1C(C(C)C)N(Cc1cccs1)Cc1cc2cc(C)ccc2[nH]c1=O (stereo unspecified)	-3	2	-23	97	5	6	99	-7	99	4.2	4
COc1cccc(CNC(=O)CN(C)S(=O)(=O)c2cnc[nH]2)c1	0	·	-23	104	4	49	94	8	109	0.2	1
CCOC(=O)Nc1n[nH]c(NC(=O)OCC)c1[N+](=O)[O-]	0	15	-30	103	10	23	101	12	100	0.4	10

Next entries follow.
SMILES	Bim-Mcl-1	Pf gametocyte	Mcl1 Bid PPI	RGS7-Gao reg	Avidin bead fluor	GSH fluor	RGS8-Gao reg	Mcl1 Noxa PPI	RGS4-Gao reg	ABCB1 block	ABCG2 block
COC(=O)c1ccc(C(=O)OC)c(NC(=O)CN2CCC(C)CC2)c1	-2	-4	-5	104	15	10	106	1	106	0.8	5
CCOC(=O)C1=C(C)NC(=O)NC1c1ccc(F)cc1 (stereo unspecified)	-4	-9	-11	100	10	25	102	2	99	0.7	1
COc1cc(C=O)c(Br)cc1OCc1ccc(C)cc1	-3	·	-30	92	8	25	94	6	92	0.6	4
CC(OC(=O)CCCOc1ccccc1)C(=O)NC(N)=O (stereo unspecified)	-1	4	3	99	11	12	100	9	100	-0.2	-2
CCCCNC(=O)C(=O)N/N=C/c1cccc(Br)c1	-6	-4	-7	103	13	14	102	10	99	0.1	4
O=C(CC(Nc1ccccc1)C(=O)O)c1ccccc1 (stereo unspecified)	-7	22	-72	94	7	259*	99	6	101	-0.1	0
CCO[C@@H]1OC(C(N)=O)=C[C@H](c2ccc3c(c2)OCO3)[C@H]1CCCO	0	12	-7	86	6	21	95	3	92	1.3	1
CCOC(=O)C(Cc1ccccc1)NC(=O)Cn1nnc(-c2ccc(SC)cc2)n1 (stereo unspecified)	-3	·	-3	98	14	28	103	0	99	0.2	1
O=C(Nc1ccccc1)c1cc(N2CCOCC2)nc2ccccc12	2	·	7	102	17	21	103	24	103	0.9	2
Cc1ccc(C(=O)NC(=O)CSc2ncccc2C(=O)O)cc1	-1	·	-41	109	8	16	105	8	103	0.1	0
Cc1nn(-c2ccccc2)cc1C(c1c(N)[nH]c(=S)[nH]c1=O)c1c(N)[nH]c(=S)[nH]c1=O	-2	·	-38	101	10	10	98	31	100	-0.7	-2
CC1=NN(c2ccc([N+](=O)[O-])cc2)C(c2ccccc2)C1 (stereo unspecified)	1	-12	-19	97	10	12	103	22	102	0.7	3
C=C(C)CNC(=S)N/N=C/c1ccc([N+](=O)[O-])cc1	0	-18	-64	?	16	18	101	19	103	1.0	18
Cc1ccc(CCCOC(=O)C[N+]2(C)CCOCC2)cc1	-4	·	-21	106	26	22	104	12	105	0.8	4

Screening results from PubChem BioAssay.
